# NSD2 inh – inhibitors of human histone methyltransferase NSD2; O96028; actives 0.54% (n = 310,000); inhibition, % at 12.5 µM; NSD2 peptide methylation, AlphaScreen, 120 min; in the data active = inhibition above about 50%
# PKA-R1A act – activates the PKA-R1A holoenzyme complex; P00514+P68181; actives 0.083% (n = 340,000); PKA-R1A dissociation, Cy5-IP20 fluorescence polarization; scaled: DMSO 0%, 113 µM cGMP 100%; activation, % at 11.4 µM; AID 504707;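 active = percent activation above the mean of all tested compounds plus 3 SD, cut at about 19% in these data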;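 note: higher means more PKAc released from R1A so a rise in polarization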
# PKA-R2B act – PKA-R2B complex activation. PKA-R2B holoenzyme dissociation, Cy5-IP20 fluorescence polarization; R2B truncated from residue 108, S112A mutant; 0% DMSO only, 100% 113 µM cGMP. activation, % at 11.4 µM. actives 0.079% (n = 340,000). AID 504700;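 active = activation above a cutoff set at the mean over all compounds plus 3 SD, cut at about 18% in these data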;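 note: higher means more holoenzyme dissociation and a rise in polarization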
# MITF act – increases MITF-driven TRPM1 promoter luciferase signal; SK-MEL-5 TRPM1-promoter luciferase, 24 h; % of positive control, neutral wells = 0; activation, % at 12.5 µM; actives 0.75% (n = 300,000); AID 588334;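 active = mean activation of at least 80% with every replicate also reaching 80%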;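 note: 0% = neutral control wells and 100% = parthenolide positive control wells; values of inactives mirror those of a sister screen read the other way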
# Arrestin-AP2 inh – blocks beta-arrestin peptide binding to AP2 adaptin | FITC-arrestin peptide / GST-AP2 beads, flow cytometry; AP2 beta2 appendage carries R879A mutation | inhibition, % at 10 µM | actives 0.31% (n = 340,000) | AID 504490;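 active = inhibition above a set limit, near 3 SD of compounds lacking own fluorescence, cut at about 54% in these data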;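 note: plate controls were DMSO wells for no effect and 5 µM unlabelled arrestin peptide for full effect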
#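 System: GST-AP2 R879A glutathione beads | Also added: FITC-arrestin peptide, 50 nM | Times: 12 min plus 1 h, RT | Signal: Bead flow cytometry, FITC channel | Buffer or medium: PBS with 0.05% Tween 20 and 0.1% BSA | Read-out basis: Percent drop in bead-associated FITC signal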
# DSG3 Ab inh – human desmoglein-3 autoantibody binding inhibition | P32926 | binding (percent of control), % at 10 µM | DSG3-coupled beads, scFv-anti-DSG3-GFP binding, flow cytometry; stronger effect = lower value | actives 0.48% (n = 310,000);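 active = binding more than 3 SD below its plate's average and above zero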;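 note: hits lower antibody fragment binding to DSG3; some compounds called inactive have numbers as strong as hits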
# Target sequence (P32926 whole entry, looked up, the tested form may be a part): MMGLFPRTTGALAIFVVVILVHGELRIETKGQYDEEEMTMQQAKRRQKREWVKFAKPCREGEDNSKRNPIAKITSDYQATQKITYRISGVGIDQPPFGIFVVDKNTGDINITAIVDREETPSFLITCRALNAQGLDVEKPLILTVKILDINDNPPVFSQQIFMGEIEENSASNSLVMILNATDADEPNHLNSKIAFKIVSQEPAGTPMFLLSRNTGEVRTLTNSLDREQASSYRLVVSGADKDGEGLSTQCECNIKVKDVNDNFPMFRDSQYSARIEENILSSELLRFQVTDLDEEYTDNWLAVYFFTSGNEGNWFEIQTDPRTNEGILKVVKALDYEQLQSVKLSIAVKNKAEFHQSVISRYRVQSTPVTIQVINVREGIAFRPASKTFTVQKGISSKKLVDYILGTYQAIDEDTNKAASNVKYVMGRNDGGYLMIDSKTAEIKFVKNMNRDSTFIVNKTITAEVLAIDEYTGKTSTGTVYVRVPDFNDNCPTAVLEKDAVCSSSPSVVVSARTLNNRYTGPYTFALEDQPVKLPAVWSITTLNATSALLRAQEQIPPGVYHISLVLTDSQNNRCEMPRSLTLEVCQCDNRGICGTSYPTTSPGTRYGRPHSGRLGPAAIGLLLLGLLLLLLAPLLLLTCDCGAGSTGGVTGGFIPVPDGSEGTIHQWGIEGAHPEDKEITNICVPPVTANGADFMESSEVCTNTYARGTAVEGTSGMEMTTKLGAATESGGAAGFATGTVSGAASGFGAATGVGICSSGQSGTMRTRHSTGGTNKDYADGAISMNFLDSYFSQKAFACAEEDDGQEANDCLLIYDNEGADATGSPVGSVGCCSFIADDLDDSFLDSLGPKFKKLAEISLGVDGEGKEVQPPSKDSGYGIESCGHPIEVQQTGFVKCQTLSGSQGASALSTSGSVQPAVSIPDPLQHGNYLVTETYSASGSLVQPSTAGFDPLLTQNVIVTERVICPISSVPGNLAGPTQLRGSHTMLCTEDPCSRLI
# SR-BI HDL uptake – blocks mouse SR-BI lipid uptake from DiI-HDL | ldlA[mSR-BI] CHO cells, DiI-HDL uptake fluorescence, 3 h | actives 0.96% (n = 320,000) | inhibition, % at 12.5 µM | AID 488896 | Q61009;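 active = mean replicate inhibition of at least 70% and a set share of replicates each scoring 70 or more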;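 note: 0% = median of neutral control wells and 100% = median of positive control wells; values of inactives mirror those of a sister screen read the other way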
# dFosB act – activators of mouse delta FosB homodimer; P13346; purified delta FosB, TAMRA-CDK5 oligo fluorescence polarization; percent of positive-control signal above neutral wells; activation, % at 25 µM; actives 0.99% (n = 340,000); AID 493131;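 active = mean activation above about 17%, with every replicate also reaching it, limit read from the data, passing the limit was not always enough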;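 note: fluorescence polarization rise as delta FosB binds a TAMRA Cdk5 AP-1 oligo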
# SUMO Mot1 rescue – inhibitors of SUMOylation pathway: yeast Mot1-301 growth rescue; S. cerevisiae Mot1-301 growth rescue, ATP luminescence, 38.5C; percent above DMSO median, 100 means doubled; growth rescue, % at 18.8 µM; actives 1% (n = 320,000);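 active = every valid replicate shows activation above 250% relative to neutral control wells; inactive = the rest, any valid replicate at or below 250%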;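 note: OY570 slx delta 5 strain wells were the positive control but not used for scaling; some compounds called inactive have numbers as strong as hits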
# SR-BI DiI-HDL act – activators of SR-BI mediated HDL lipid uptake. activation, % at 12.5 µM. actives 0.096% (n = 320,000). CHO ldlA[mSR-BI] cells, DiI-HDL uptake fluorescence, 3 h; 100 = double the neutral-control signal. AID 504775;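 active = mean replicate activation of at least 60% and every replicate at or above 60%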;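 note: 0% = median plate neutral-control signal and 100% = twice that signal; values of inactives mirror those of a sister screen read the other way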
#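 Material – SR-BI-overexpressing, LDLR-lacking CHO cells · Medium – BSA-supplemented, HEPES-buffered Ham's F12, pH 7.4 · Doses – single concentration · Times – compound with DiI-HDL co-incubation, 3 h at 37 °C · Measured by – bottom-read fluorescence, 550/595 nm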
# CDK5 p35 inh – inhibitors of human CDK5/p35 kinase. actives 0.01% (n = 330,000). AID 488839. inhibition, % at 10 µM. Recombinant CDK5/p35, ADP-Glo luminescence, 60 min;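 active = highest replicate inhibition of at least 50% and at least 75% of replicates reaching 50%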;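 note: plate controls were DMSO neutral control for no effect and GW8510 at 10 µM for full effect; many of its hits are not listed in these tables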
# * hit, by the source's call; / = no result given; & = joins results of further samples.
SMILES,NSD2 inh,PKA-R1A act,PKA-R2B act,MITF act,Arrestin-AP2 inh,DSG3 Ab inh,SR-BI HDL uptake,dFosB act,SUMO Mot1 rescue,SR-BI DiI-HDL act,CDK5 p35 inh
O=c1[nH]c(=O)n(CC2CCCO2)c(O)c1/C=C1\C=Nc2ccccc21 (centres undefined),25.8&3.9,-7.0&4.9,2.8&-12.4,-12.5,7.1&11.2,99.8&103.6,-0.4&-17.5,-15.1&-18.0,-10.0&-11.9,0.4&17.5,0.2&-0.1
CCOC(=O)c1ccc(N=C(CC)c2c(O)n(C)c(=O)n(C)c2=O)cc1,2.4,-1.6,2.2,19.3,8.1,/,-17.6,-8.2,7.5,17.6,0.8
O=C1CCN(C(=O)CNC(=O)Cc2ccccc2)CC1,-0.1,-3.5,1.3,7.2,-8.5,104.9,0.5,-4.5,6.8,-0.5,-1.6
CCOP(=O)(/C=C(\Cl)c1ccccc1)C(O)c1ccc(F)cc1 (centres undefined),-1.0,-10.3,1.2,6.3,6.6,125.0,-5.9,-2.0,5.3,5.9,0.7
CCN(CC)c1ccc(CN(C)CCc2ccc(OC)c(OC)c2)cc1,19.2,-8.3,-2.8,5.8,4.4,102.7,-5.4,-0.9,-16.6,5.4,-0.6
CCCCCn1c(=O)c(C(=O)NCc2ccccc2)c(O)c2ccccc21,-9.1,1.3,11.1,/,5.7,105.2,33.2,-1.5,414.4,-33.2,2.0
Oc1ccc(/C=N/NP(=S)(c2ccccc2)c2ccccc2)c(O)c1O,26.1,-11.1,-6.7,/,17.4,100.0,2.3,-1.7,28.1,-2.3,-4.0
Cc1ccc(N2C(=O)NC(=O)/C(=C\c3cc(C)n(-c4ccc(C(=O)O)cc4)c3C)C2=O)cc1,15.4,3.6,-0.5,-1.4,20.6,96.2,6.3,-6.4,1.3,-6.3,-0.9
O=C(NN=Cc1ccc(N(CCCl)CCCl)cc1)c1cc(=O)[nH]c(=O)[nH]1,-1.0,-1.0,-10.2,7.9,2.7,117.0,-22.3,-1.7,/,22.3,-1.2
COC(=O)C(O)(c1ccc(NC(=O)c2ccccc2)cc1)C(F)(F)F (centres undefined),-0.1,1.3,-6.7,36.8,-6.5,106.3,10.0,0.7,4.0,-10.0,0.0
O=C(Cn1cnc2sc3c(c2c1=O)CCCC3)NCCC(=O)N1CCC2(CC1)OCCO2,-0.1,-8.3,-5.2,1.5,6.5,97.2,-11.0,-1.8,-18.4,11.0,-0.1
CNC(=O)Nc1ccc(C(=O)N/N=C\C23CC[C@@H](O)CC2(O)CC[C@@H]2[C@@H]3CCC3(C)C(C4=CC(=O)OC4)CCC23O)cc1 (some centres undefined),-0.5,-14.3,-12.2,0.2,30.4,78.7,4.9,-4.0,60.3,-4.9,-0.3
NC1=Nc2ccccc2Oc2ccccc21,0.9,-0.8,1.1,-1.4,14.6,103.7,-22.1,2.8,163.8,22.1,-1.4
CCCC1CCCCC12C(=O)NC(=O)NC2=O (centres undefined),0.3,-4.2,7.1,0.0,7.5,91.3,-58.9,-5.0,/,59.0,-1.4
COc1ccc(-c2cc(=NCC(=O)O)c3ccccc3o2)cc1,-0.7,-6.1,-17.7,10.6,17.4,98.1,-13.5,-6.4,-8.6,13.5,-0.4
CCCCCCC(Cl)(Cn1ccnc1)c1ccccc1 (centres undefined),9.8,-14.6,-8.7,1.3,15.6,/,-12.1,-9.5,11.1,12.2,1.1
CN1C2CCC1CC(=NO)C2,/,-7.4,-0.7,-16.2,22.4,100.2,-4.8,-5.4,-12.3,4.8,0.2
CCCCC(=O)N/N=C/c1c(O)n(C2CC2)c(=S)[nH]c1=O,-1.0,9.3,0.1,-2.2,-9.2,95.1,-1.3,3.3,5.0,1.3,-0.6
CCOP(=O)(C#CC(C)(C)C)C1(O)CCCCC1 (centres undefined),-0.9,-6.6,-3.7,/,-4.0,106.5,6.5,-2.8,198.0,-6.5,0.9
CCCCCn1c(=O)c(C(=O)NCc2ccco2)c(O)c2ccccc21,/,-9.0,12.1,-2.7,7.1,121.3,47.1,-7.8,2.5,-47.1,1.7

# Retrieved by compound from above, 3 records:
SMILES,NSD2 inh,PKA-R1A act,PKA-R2B act,MITF act,Arrestin-AP2 inh,DSG3 Ab inh,SR-BI HDL uptake,dFosB act,SUMO Mot1 rescue,SR-BI DiI-HDL act,CDK5 p35 inh
CCOP(=O)(/C=C(\Cl)c1ccccc1)C(O)c1ccc(F)cc1 (centres undefined),-1.0,-10.3,1.2,6.3,6.6,125.0,-5.9,-2.0,5.3,5.9,0.7
CCN(CC)c1ccc(CN(C)CCc2ccc(OC)c(OC)c2)cc1,19.2,-8.3,-2.8,5.8,4.4,102.7,-5.4,-0.9,-16.6,5.4,-0.6
CCOP(=O)(C#CC(C)(C)C)C1(O)CCCCC1 (centres undefined),-0.9,-6.6,-3.7,/,-4.0,106.5,6.5,-2.8,198.0,-6.5,0.9

# More structures follow.
SMILES,NSD2 inh,PKA-R1A act,PKA-R2B act,MITF act,Arrestin-AP2 inh,DSG3 Ab inh,SR-BI HDL uptake,dFosB act,SUMO Mot1 rescue,SR-BI DiI-HDL act,CDK5 p35 inh
CC(C)N1CCN(Cc2cc3c(cc2Cl)OCO3)CC1CCO (centres undefined),4.8,-20.9,-5.3,-3.1,-6.5,94.7,/,-1.5,-5.7,/,0.0
COc1ccc(CN2CC=C(c3ccc(F)cc3)CC2)cc1Br,-1.3,-3.9,-14.0,7.2,5.1,111.4,-2.4,-1.0,17.4,2.4,-4.4
CCOP(=S)(OCC)SCC(=O)NC(C)(CC)C(=O)O (centres undefined),-13.0,-6.5,6.3,/,2.4,101.7,-10.9,-5.0,-24.0,10.9,1.2
CSc1ccc(C(=O)C2CCCN(Cc3cccnc3)C2)cc1 (centres undefined),1.5,0.7,-3.1,-2.2,-1.6,109.5,-2.7,1.0,77.2,2.7,-0.8
O=C1NC(=O)N(Cc2cccs2)C(=O)/C1=C/c1ccc(N2CCOCC2)cc1,10.5,-9.3,-2.9,0.9,44.3,99.4,-14.9,-1.1,22.5,14.9,-1.7
O=C1OCCC1NC1=NCCC1 (centres undefined),-7.1,-14.3,-0.6,/,15.6,/,5.4,-7.5,-18.9,-5.4,1.1
COc1ccc(CC2C(=O)NC(C)C(=O)N(C)C3C(=O)N(C)C(Cc4ccc(O)c(c4)Oc4ccc(cc4)C3O)C(=O)NC(C)C(=O)NC(C)C(=O)N2C)cc1 (centres undefined),-0.8,-3.2,4.3,/,-12.3,89.4,-0.6,-11.4,/,0.6,1.2
CN(CC1COc2ccccc2O1)c1nc(-c2cccnc2)nc2ccccc12 (centres undefined),-2.2,-1.3,11.1,15.9,-12.5,111.4,26.7,-6.8,-0.2,-26.7,0.6
CCCC(=O)Nc1cc(C(=O)N2CCC3(CC2)OCCO3)ccc1S(=O)(=O)c1ccc(C)cc1,-0.2,-0.6,0.3,-5.7,22.4,104.5,-11.1,-2.8,0.7,11.1,0.4
CC12CC(=O)C3C(CCC4CC(=O)C=CC43C)C1CCC2=O (centres undefined),/,7.2,-8.3,-2.6,-1.5,91.2,-5.1,-0.1,/,5.1,-1.8
O=C(CN1C(=O)CCSc2ccccc21)N1CCC2(CC1)OCCO2,1.4,7.5,-10.2,-1.9,5.6,95.3,-5.0,2.9,-16.0,5.0,0.1
O=C(Nc1ccccc1OC(=O)N1CCCCC1)N1CCCCC1,-0.1,-7.6,-10.6,-5.6,2.4,98.4,-8.3,-0.2,-10.9,8.3,2.2
Cc1ccc(N2C(=O)NC(=O)C(CCc3ccccn3)(Cc3ccc(F)cc3)C2=O)cc1 (centres undefined),0.6,-5.4,3.2,1.7,-9.4,104.1,3.5,-1.8,-4.6,-3.5,-1.9
O=C1NC(=O)N(Cc2ccc(F)cc2)C(=O)/C1=C\c1ccc([N+](=O)[O-])s1,40.1,-1.4,6.2,/,-1.9,98.4,/,-9.2,144.8,/,-8.4
C=CCN1CC[C@@]2(C)c3cc(O)ccc3CC1[C@@H]2C,/,2.3,-1.8,-5.2,-0.3,/,-12.0,-2.2,-7.6,12.0,1.5
Cc1ccc(CN2C3CCCC2CC(NC(=S)NCc2ccccc2)C3)cc1 (centres undefined),0.7,-7.7,-10.1,13.9,4.2,102.7,7.8,-2.4,-5.4,-7.8,0.0
CC1CCCN(CC(=O)N2CCCc3ccccc32)C1 (centres undefined),-0.7,0.4,-5.3,-5.3,-1.7,102.8,-20.5,2.7,12.6,20.5,4.9
CCC(=O)N1N=C2C3CCN(CC3)C2C1c1ccccc1 (centres undefined),-5.5,2.3,-11.1,-2.8,18.9,102.2,-33.4,-8.6,-13.5,33.3,5.7
COC(=O)C1=C(c2cccc3c2S(=O)(=O)c2ccccc2-3)C[C@@H]2CC[C@H]1N2C(=O)N1CCOCC1,/,8.3,5.5,5.4,7.9,99.8,-6.7,0.8,-10.3,6.7,-1.3
C=CCn1c(O)c(C=NCCCOc2ccc(CC)cc2)c(=O)[nH]c1=S,-1.2,-4.0,-3.0,-11.5,6.4,115.0,-3.7,-12.4,-22.6,3.7,10.2
Cc1ccc(C2CN(C)CC2C(=O)c2ccc(F)cc2)cc1 (centres undefined),1.4,-1.2,-6.0,4.4,7.8,106.0,-5.8,4.3,-5.0,5.8,-0.4
O=C(c1cccc([N+](=O)[O-])c1)C12CN3CN(CN(C3)C1)C2,-0.9,-5.7,-2.9,-3.3,-4.9,98.6,-22.6,-2.4,/,22.6,-1.6
C[C@]12C=CC(=O)C=C1C=C[C@@H]1C2CC[C@]2(C)C(=O)CCC12 (some centres undefined),0.9,-8.2,-3.0,-13.1,4.7,105.0,-16.0,-3.3,50.2,16.0,0.1
CC12CC(O)C3C(CCC4=CC(=O)CCC43C)C1CCC2=O (centres undefined),-0.7,5.9,-3.3,2.9,7.8,114.2,-9.5,1.3,/,9.5,1.3
COc1ccccc1N=Nc1c(O)[nH]c(=S)[nH]c1=O,/,-5.5,7.9,10.8,8.9,81.1,-10.2,4.6,1.6,10.2,2.0
CN1C(=O)/C(=C\c2ccc(N3CCCCCC3)cc2)C(=O)NC1=S,14.8,0.4,5.4,/,15.2,163.3,-2.5,0.0,-6.7,2.5,0.3
C=CCn1c(O)c(/C(C)=N/NC(=S)Nc2ccccc2)c(=O)[nH]c1=O,/,-6.2,2.3,4.2,1.6,96.0,-16.0,-3.8,11.3,16.0,1.6

# Assay outcomes deposited in PubChem by several laboratories.

# A portion of the library; count on the stated rates, not on these rows.
